PG9 binder: binders of HIV-1 gp120 antibody PG9, primary screen, biochemical, TR-FRET | TR-FRET gp120-PG9 antibody binding | HIV-1 gp120 / PG9 antibody interaction | actives 0.43% (n = 360,000) | inhibition, % at 6.7 µM | AID 624416, 2012; in the data active = inhibition above about 8.5%
ADAM10 inh: human ADAM10 inhibitors, primary screen, biochemical, QFRET, HTS | recombinant ADAM10, EDANS/DABCYL FRET peptide cleavage, 3 h | inhibition, % at 7 µM | actives 0.62% (n = 370,000) | Disintegrin and metalloproteinase domain-containing protein 10 (Homo sapiens), O14672 | AID 720582, 2013;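 active = inhibition above a per-campaign cutoff equal to the mean of compounds falling between control-based bounds plus 3 SD, cut at about 20% in these data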;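 also: 0% = DMSO wells while the 100% control is not disclosed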
Target sequence (O14672 214-748 limits assumed): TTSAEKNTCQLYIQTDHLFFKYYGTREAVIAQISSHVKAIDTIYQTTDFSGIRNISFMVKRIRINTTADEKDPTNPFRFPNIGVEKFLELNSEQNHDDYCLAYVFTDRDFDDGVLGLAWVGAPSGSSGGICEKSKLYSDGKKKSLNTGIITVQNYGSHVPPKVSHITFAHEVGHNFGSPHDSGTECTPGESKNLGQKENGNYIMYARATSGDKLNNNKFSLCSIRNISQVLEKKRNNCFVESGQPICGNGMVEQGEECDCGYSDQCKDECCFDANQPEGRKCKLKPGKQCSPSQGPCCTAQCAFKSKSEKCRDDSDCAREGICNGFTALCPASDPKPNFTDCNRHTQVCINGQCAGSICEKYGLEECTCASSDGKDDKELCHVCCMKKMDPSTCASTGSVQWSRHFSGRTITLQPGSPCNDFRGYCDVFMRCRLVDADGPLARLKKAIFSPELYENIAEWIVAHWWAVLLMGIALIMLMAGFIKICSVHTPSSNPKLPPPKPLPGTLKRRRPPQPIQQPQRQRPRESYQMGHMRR
hcDAF12 agonist: H. contortus DAF-12 nuclear receptor activators, primary screen, cell-based, luminescence, HEK293, lit1-tk-luc reporter; activation, % at 6.8 µM; HEK293 hcDAF-12 lit1-tk-luc reporter; 0% DMSO, 100% Δ7-dafachronic acid; actives 1.4% (n = 370,000);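 active = activation above the mean of all tested compounds plus 3 SD, cut at about 5.5% in these data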;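 also: 100% = response to 3 µM Δ7-dafachronic acid high control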
SMARCA2 activ: SMARCA2 (BRM) function activators, primary screen, cell-based, luminescence, high throughput; AID 652017, 2013; actives 1% (n = 370,000); MG213 cells, MMTV-luciferase reporter, dexamethasone, overnight; activation, % at 9.1 µM; in the data active = activation above about 7.8%;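 also: 0% = vehicle wells and 100% = reference activator wells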
FXN GAA850 act: FXN promoter activators, primary screen, cell-based, luciferase luminescence, HEK293 lucGAA850. activation, % at 6 µM. AID 540364, 2011. actives 0.56% (n = 360,000). HEK293 lucGAA850 FXN promoter luciferase reporter, 24 h; percent of 10 µM SAHA response;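 active = activation above the average of all compounds screened plus 3 SD, cutoff fixed separately per campaign, cut at about 7.5% in these data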;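 also: 0% = DMSO wells and 100% = 10 µM SAHA wells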
ADAM17 inh: ADAM17 inhibitors, primary screen, biochemical, QFRET; recombinant ADAM17, EDANS/DABCYL FRET peptide cleavage; inhibition, % at 6.95 µM; actives 0.83% (n = 370,000);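 active = inhibition above the mean of compounds lying between control limits plus 3 SD, set per campaign, cut at about 8.5% in these data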;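 also: 0% = DMSO-only wells as the low control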
DAX1 inh-1: DAX1 (NR0B1) inhibitors, primary screen, cell-based, HEK293, Gal4-DAX1, luciferase luminescence | HEK293 Gal4-DAX1 luciferase reporter | inhibition, % at 6.75 µM | Nuclear receptor subfamily 0 group B member 1 (Homo sapiens), P51843 | actives 0.99% (n = 340,000) | AID 504766, 2011;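 active = inhibition above the mean over all tested compounds plus 3 SD, cut at about 4.2% in these data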;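 also: 0% = DAX1-transfected cells with DMSO and 100% = empty-vector control cells with DMSO; inhibition shows as a rise in luminescence from relieved DAX1 repression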
Target sequence (P51843 207-470 limits assumed): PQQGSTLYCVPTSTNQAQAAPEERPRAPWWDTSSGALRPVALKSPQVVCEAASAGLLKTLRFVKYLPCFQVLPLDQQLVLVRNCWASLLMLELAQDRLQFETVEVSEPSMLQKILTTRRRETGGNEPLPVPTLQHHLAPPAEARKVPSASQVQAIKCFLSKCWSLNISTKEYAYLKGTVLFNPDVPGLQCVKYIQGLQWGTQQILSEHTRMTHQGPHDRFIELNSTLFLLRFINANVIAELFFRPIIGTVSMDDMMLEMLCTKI
DAX1 inh-2: DAX1 (NR0B1) inhibitors on StAR promoter, primary screen, cell-based, luminescence, SF-1 (NR5A1), full-length DAX-1; HEK293T StAR-luciferase reporter, SF-1/DAX-1 repression relief; inhibition, % at 6.8 µM; actives 1.1% (n = 370,000); AID 652010, 2013;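 active = inhibition above the mean over all tested compounds plus 3 SD, cut at about 3.6% in these data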;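 also: 0% = DAX-1 cells with DMSO and 100% = cells lacking DAX-1 with DMSO; higher inhibition means more luminescence from relief of DAX-1 repression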
ssDAF12 agonist: S. stercoralis DAF-12 nuclear receptor activators, primary screen, cell-based, luminescence, HEK293, GRIP1 co-expression, lit1-tk-luc. actives 1% (n = 370,000). activation, % at 6.8 µM. Nuclear hormone receptor DAF-12 (Strongyloides stercoralis). HEK293 ssDAF-12/GRIP1 lit1-tk-luc reporter; % of 3 µM dafachronic acid response;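 active = activation above the mean over all tested compounds plus 3 SD, cut at about 0.9% in these data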;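 also: 0% = DMSO-only wells and 100% = 3 µM delta7-dafachronic acid wells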
hgDAF-12 ag: H. glycines DAF-12 receptor agonists, primary screen, cell-based, luminescence, HEK293, GAL4 fusion, UAS-luciferase | HEK293 GAL4-hgDAF12 UAS-luciferase reporter, agonist luminescence; normalized to butyrate control | activation, % at 6.8 µM | actives 1.8% (n = 370,000);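 active = activation above a cutoff set at the mean of all screened compounds plus 3 SD, cut at about 10% in these data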;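 also: 0% = DMSO wells and 100% = sodium butyrate wells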
GC-A act: GC-A stimulated cGMP production enhancers – HEK293 GC-A cells, cGMP TR-FRET, EC30 ANP, primary screen; Atrial natriuretic peptide receptor 1 (Homo sapiens), P16066; 0% at EC30 ANP, 100% saturating ANP; activation, % at 10 µM; actives 0.14% (n = 370,000); in the data active = activation above about 40%
* hit, by the source's call.

Screening CC1CCc2c(sc(NC(=O)c3c([N+](=O)[O-])cnn3C)c2C(N)=O)C1 (configuration not stated) returned PG9 binder -0.1, ADAM10 inh -1.7, hcDAF12 agonist -1.5, SMARCA2 activ -0.2, FXN GAA850 act 0.8, ADAM17 inh -0.1, DAX1 inh-1 -0.2, DAX1 inh-2 -0.3, ssDAF12 agonist -1.3, hgDAF-12 ag 0.4 and GC-A act -1.7.
Screening O=C(Nc1nc2nccc(-c3ccccc3)n2n1)c1ccccc1 returned PG9 binder 5.6, ADAM10 inh -22.9, hcDAF12 agonist 2.7, SMARCA2 activ 0.0, FXN GAA850 act 4.8, ADAM17 inh -5.2, DAX1 inh-1 2.1, DAX1 inh-2 0.3, ssDAF12 agonist -0.9, hgDAF-12 ag 5.2 and GC-A act -2.1.
Screening COc1cc(/C=C2\C(=N)N3N=C(C(C)C)SC3=NC2=O)ccc1OCCOc1ccc(NC(C)=O)cc1 returned PG9 binder 1.8, ADAM10 inh -68.3, hcDAF12 agonist -1.1, SMARCA2 activ 0.0, FXN GAA850 act -0.4, ADAM17 inh -26.6, DAX1 inh-1 -0.1, DAX1 inh-2 -0.1, ssDAF12 agonist -0.3, hgDAF-12 ag -4.0 and GC-A act -6.2.
COc1cc2c(cc1OC(C)=O)C(=O)CCCC2 was read as PG9 binder -1.2, ADAM10 inh -7.8, hcDAF12 agonist 0.7, SMARCA2 activ 0.1, ADAM17 inh 0.0, DAX1 inh-2 0.9, ssDAF12 agonist -1.2, hgDAF-12 ag 0.8 and GC-A act 0.0.
Screening COc1ccc(C2=C/C(=C\c3ccc(OC(C)=O)cc3)C(=O)O2)cc1 returned PG9 binder -0.5, ADAM10 inh -25.0, hcDAF12 agonist 1.1, SMARCA2 activ -1.3, FXN GAA850 act 2.8, ADAM17 inh -15.4, DAX1 inh-1 -1.0, DAX1 inh-2 0.5, ssDAF12 agonist -1.7, hgDAF-12 ag -0.3 and GC-A act -4.8.
Screening CC(=O)c1nn(-c2cccc(Br)c2)cc1C(=O)c1ccc(Cl)cc1 returned PG9 binder 1.1, ADAM10 inh 2.8, hcDAF12 agonist -1.6, SMARCA2 activ 2.9, FXN GAA850 act 3.2, ADAM17 inh -1.0, DAX1 inh-1 -1.1, DAX1 inh-2 0.2, ssDAF12 agonist -1.2, hgDAF-12 ag -3.1 and GC-A act -0.8.
Screening O=C(O)c1cccnc1SCC(=O)N1CCCc2ccccc21 returned PG9 binder -1.9, ADAM10 inh -6.2, hcDAF12 agonist 1.9, SMARCA2 activ -2.5, FXN GAA850 act 2.9, ADAM17 inh -2.9, DAX1 inh-1 0.5, DAX1 inh-2 0.1, ssDAF12 agonist -0.5, hgDAF-12 ag -2.7 and GC-A act -1.2.
CC(C)CNC(=O)C1Nc2ccc(C(F)(F)F)cc2C2C=CCC12 (configuration not stated) was read as PG9 binder -0.3, ADAM10 inh -58.5, hcDAF12 agonist -0.6, SMARCA2 activ 5.8, FXN GAA850 act 0.5, ADAM17 inh -15.9, DAX1 inh-1 1.9, DAX1 inh-2 -0.2, ssDAF12 agonist -0.6, hgDAF-12 ag 2.8 and GC-A act 3.9.
For Cc1ccc(OCCCN2CCCC2)c(C)c1 the results were PG9 binder 0.4, ADAM10 inh -2.5, hcDAF12 agonist -2.1, SMARCA2 activ 1.1, FXN GAA850 act 1.4, ADAM17 inh -2.6, DAX1 inh-1 -0.8, DAX1 inh-2 1.1, ssDAF12 agonist -1.0, hgDAF-12 ag -1.3 and GC-A act -1.0.
COC(=O)N1CCN(S(=O)(=O)c2ccc(F)cc2)CC1 was read as PG9 binder -1.4, ADAM10 inh -0.2, hcDAF12 agonist -1.8, SMARCA2 activ 6.1, FXN GAA850 act -3.9, ADAM17 inh 0.8, DAX1 inh-1 1.5, DAX1 inh-2 0.2, ssDAF12 agonist -1.7, hgDAF-12 ag 2.2 and GC-A act 1.2.
Screening CCOC(=O)c1c(C(=O)OCC)c(C)n(CCc2ccccc2)c1C returned PG9 binder 0.0, ADAM10 inh 2.8, hcDAF12 agonist -2.2, SMARCA2 activ -1.1, FXN GAA850 act 4.0, ADAM17 inh -1.4, DAX1 inh-1 -0.7, DAX1 inh-2 -0.2, ssDAF12 agonist -1.3, hgDAF-12 ag 1.7 and GC-A act -2.7.
For CC1CN(C2=NC(=O)/C(=C3/C(=O)N(Cc4ccc(F)cc4)c4ccccc43)S2)CC(C)O1 (configuration not stated) the results were PG9 binder -1.0, ADAM10 inh 4.7, hcDAF12 agonist -0.4, SMARCA2 activ -0.5, FXN GAA850 act 0.1, ADAM17 inh -1.3, DAX1 inh-1 0.1, DAX1 inh-2 0.0, ssDAF12 agonist -1.5, hgDAF-12 ag -0.8 and GC-A act 3.2.
`CN(CC(=O)NCCc1ccccc1)S(=O)(=O)c1cccc2nsnc12` gave PG9 binder -0.5, ADAM10 inh 9.7, hcDAF12 agonist -4.5, SMARCA2 activ -1.9, FXN GAA850 act 2.0, ADAM17 inh 1.8, DAX1 inh-1 -1.2, DAX1 inh-2 -0.7, ssDAF12 agonist -1.5, hgDAF-12 ag 1.3 and GC-A act -3.2.
CN1N=C(C(=O)Nc2ccc3c(c2)CCC3)CCC1=O was read as PG9 binder 0.3, ADAM10 inh -7.4, hcDAF12 agonist -0.8, SMARCA2 activ -0.3, FXN GAA850 act 4.2, ADAM17 inh -4.0, DAX1 inh-1 2.7, DAX1 inh-2 0.1, ssDAF12 agonist -0.9, hgDAF-12 ag 4.9 and GC-A act 3.6.
For CCCn1ncc2c(Nc3ccc(C)c(C)c3)ncnc21 the results were PG9 binder 1.2, ADAM10 inh 5.6, hcDAF12 agonist 6.5*, SMARCA2 activ -0.4, FXN GAA850 act 2.9, ADAM17 inh 0.7, DAX1 inh-1 0.5, DAX1 inh-2 0.9, ssDAF12 agonist 0.1, hgDAF-12 ag 13.4* and GC-A act 7.7.
c1ccc(-c2csc(Nc3cccnc3)n2)nc1 was read as PG9 binder -2.3, ADAM10 inh -1.4, hcDAF12 agonist -0.1, SMARCA2 activ 5.6, FXN GAA850 act 2.4, ADAM17 inh -0.3, DAX1 inh-1 0.3, DAX1 inh-2 1.4, ssDAF12 agonist -0.6, hgDAF-12 ag 6.6 and GC-A act 3.1.
`COc1cccc(N=C2SC(CC(=O)Nc3ccccc3)C(=O)N2Cc2ccccn2)c1` (configuration not stated) gave PG9 binder 0.2, ADAM10 inh 17.3, hcDAF12 agonist -0.4, SMARCA2 activ -1.1, FXN GAA850 act 0.3, ADAM17 inh 2.1, DAX1 inh-1 -1.2, DAX1 inh-2 -0.4, ssDAF12 agonist -1.6, hgDAF-12 ag 4.0 and GC-A act -1.7.
`CC1CCN(C(=O)c2[nH]cnc2C(=O)Nc2ccc(Cl)cc2)CC1` gave PG9 binder 1.5, ADAM10 inh 1.9, hcDAF12 agonist -0.2, SMARCA2 activ -0.9, FXN GAA850 act 0.8, ADAM17 inh -2.6, DAX1 inh-1 -0.9, DAX1 inh-2 0.5, ssDAF12 agonist -1.5, hgDAF-12 ag -0.1 and GC-A act -2.0.
Cc1cc(N2CCN(C(=O)c3cccs3)CC2)c(F)cc1[N+](=O)[O-] was read as PG9 binder -0.6, ADAM10 inh 11.4, hcDAF12 agonist -0.3, SMARCA2 activ -2.9, FXN GAA850 act 2.0, ADAM17 inh 4.1, DAX1 inh-1 -1.9, DAX1 inh-2 -0.6, ssDAF12 agonist -1.0, hgDAF-12 ag -2.1 and GC-A act -8.8.
Screening CCOC(=O)C1CCN(C(=O)c2ccccc2)C(CC)C1=O (configuration not stated) returned PG9 binder -2.1, ADAM10 inh -3.7, hcDAF12 agonist 0.5, SMARCA2 activ -4.0, FXN GAA850 act 0.2, ADAM17 inh -5.8, DAX1 inh-1 0.9, DAX1 inh-2 0.4, ssDAF12 agonist -0.8, hgDAF-12 ag -1.0 and GC-A act -1.5.
For CCN(CC(=O)Nc1cc(Cl)ccc1C)C(=O)CSCc1ccc(C)cc1 the results were PG9 binder -0.6, ADAM10 inh 5.8, hcDAF12 agonist -1.3, SMARCA2 activ -1.9, FXN GAA850 act 6.0, ADAM17 inh 1.9, DAX1 inh-1 0.1, DAX1 inh-2 -2.3, ssDAF12 agonist -1.1, hgDAF-12 ag 0.5 and GC-A act -0.6.
Screening CC(C)(C)n1nnnc1C(c1cccc(C(F)(F)F)c1)N1CCC(O)CC1 (configuration not stated) returned PG9 binder -0.6, ADAM10 inh -7.2, hcDAF12 agonist 0.4, SMARCA2 activ -0.8, FXN GAA850 act 1.6, ADAM17 inh -0.8, DAX1 inh-1 1.2, DAX1 inh-2 -0.1, ssDAF12 agonist -1.1, hgDAF-12 ag -0.4 and GC-A act -2.4.
For CC1=CC(C)(C(Cl)Cl)C(C)=CC1=O (configuration not stated) the results were PG9 binder -2.1, ADAM10 inh -8.3, hcDAF12 agonist -0.6, SMARCA2 activ 1.1, FXN GAA850 act 0.6, ADAM17 inh -1.2, DAX1 inh-1 0.2, DAX1 inh-2 0.1, ssDAF12 agonist -1.2, hgDAF-12 ag -0.4 and GC-A act 1.0.
Screening O=c1cc(O)c2sc(Nc3ccc(F)c(Cl)c3)nc2[nH]1 returned PG9 binder 0.7, ADAM10 inh -8.9, hcDAF12 agonist -1.5, SMARCA2 activ -2.3, FXN GAA850 act 1.8, ADAM17 inh -7.4, DAX1 inh-2 -0.4, ssDAF12 agonist -0.9, hgDAF-12 ag 3.1 and GC-A act -4.6.
Screening CC(C)c1ccc(N(CC(=O)NCC2CCCO2)C(=O)CCC(=O)Nc2nccs2)cc1 (configuration not stated) returned PG9 binder -2.6, ADAM10 inh -10.8, hcDAF12 agonist -0.3, SMARCA2 activ -1.2, FXN GAA850 act 1.4, ADAM17 inh 0.1, DAX1 inh-1 1.4, DAX1 inh-2 0.5, ssDAF12 agonist -0.9, hgDAF-12 ag 0.2 and GC-A act 1.3.

Screens deposited in PubChem by several laboratories.
